CBFb RUNX1 block: qHTS Assay for Compounds Blocking the Interaction Between CBF-beta and RUNX1 for the Treatment of Acute Myeloid Leukemia; AlphaScreen CBFb-His/RUNX1-biotin binding, biochemical; Potency, µM (doses to about 59.8 µM), without a hit: top-dose activity, negative = inhibition, actives largely listed as inhibitors; 230,000 tested, under 10 active; AID 1477, 2009; note: % of control where 0% means no effect
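Inhibition was taken as any reduction in AlphaScreen signal from the CBF-beta–RUNX1 pair (His and biotin tags, 30 nM each), measured after compound (15 min) and bead (90 min) incubations at room temperature.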
Tau fluor cs: Counterscreen qHTS for Inhibitors of Tau Fibril Formation, Fluorescence Polarization. AID 1463, 2008. Potency, µM (doses to about 57.7 µM), for inactives: top-dose activity change, negative = decrease. 0.93% of 280,000 active. tau K18 P301L (four-repeat tau fragment) Alexa594 fluorescence, heparin fibrillization; note: potency is the fitted concentration of half-maximal effect; % is set by controls: 0 for no effect and ±100 for the full control effect; nearly all actives have a fitted effect of over 55% in size
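Human K18 P301L tau (15 uM unlabeled plus 0.24 uM Alexa 594-labeled, final) in 100 mM sodium acetate pH 7 was mixed with compound and 20 uM heparin and incubated 6 hr at 37 C.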
TRb SRC2 PPI: qHTS for Inhibitors of the Interaction of Thyroid Hormone Receptor and Steroid Receptor Coregulator 2; 0.065% of 280,000 active; TRbeta-SRC2 peptide binding, fluorescence polarization; receptor liganded with 1 µM T3; Potency, µM (top dose mostly 106 µM), for the others: at the top dose activity change, negative = inhibition, actives largely listed as inhibitors;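 note: potency is the fitted concentration of half-maximal effect; plate controls were bound peptide for no effect and peptide without receptor for full effect; nearly all actives have a fitted effect of over 50% in size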
Target sequence (P10828 whole entry, looked up): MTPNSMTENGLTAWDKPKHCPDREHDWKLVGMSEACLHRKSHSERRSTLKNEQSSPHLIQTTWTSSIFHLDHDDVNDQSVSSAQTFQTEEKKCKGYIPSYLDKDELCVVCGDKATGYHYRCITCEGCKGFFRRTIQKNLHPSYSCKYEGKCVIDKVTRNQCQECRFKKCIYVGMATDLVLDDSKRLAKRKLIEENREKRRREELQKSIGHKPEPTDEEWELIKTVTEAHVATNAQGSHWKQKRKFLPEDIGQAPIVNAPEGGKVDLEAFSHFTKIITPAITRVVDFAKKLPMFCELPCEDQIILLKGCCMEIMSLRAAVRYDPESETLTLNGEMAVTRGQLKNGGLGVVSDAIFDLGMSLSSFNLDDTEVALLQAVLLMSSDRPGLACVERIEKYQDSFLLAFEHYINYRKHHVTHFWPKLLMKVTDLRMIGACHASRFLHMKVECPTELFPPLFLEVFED
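Fluorescence polarization of 20 nM Texas Red SRC2 peptide (20-aa NR interaction domain) bound to 0.6 uM human TRb ligand-binding domain, with 1 uM T3, after 5 hr at ambient temperature; inhibition seen as decreased polarization.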
Epigenetic reg: Quantitative High-Throughput Screen for Regulators of Epigenetic Control; murine LDR cells, GFP reporter derepression, 30 h; Potency, µM (titrated, usually from 53.9 µM), for the others: top-dose GFP activation, usual class: activators; 0.2% of 280,000 active; note: potency is the fitted concentration of half-maximal effect; % of control where 0% means no effect; nearly all actives have a fitted effect of over 60% in size
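Readout is the number of GFP-expressing murine LDR cells, counted by cytometry following washing. Cells were treated with compound for 30 h at 37 C; the stably integrated CMV-GFP locus is normally silent.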
GLA spleen mod: qHTS Assay for Inhibitors and Activators of Human alpha-Galactosidase From Spleen Homogenate; Alpha-galactosidase A (Homo sapiens), P06280; human spleen homogenate, 4MU-alpha-Gal fluorescence, 40 min; Potency, µM (highest dose often 80 µM), inactives show top-dose activity change, negative = inhibition, usual class: inhibitors; 0.008% of 240,000 active; AID 2107, 2009;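 note: potency is the fitted concentration of half-maximal effect; 0% = enzyme with vehicle and -100% = no enzyme basal signal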
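Fluorogenic readout (Ex 365/Em 440 nm) of 4-methylumbelliferone released from 1 mM 4-MU-alpha-galactoside by spleen homogenate, 40 min at 37C, pH 5.0. Data normalized to no-enzyme and enzyme controls; Hill-equation AC50 from compound titrations.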
Tau FP inhib: qHTS for Inhibitors of Tau Fibril Formation, Fluorescence Polarization | K18 P301L tau heparin fibrillization, Alexa594 FP, 6 h | AID 1468, 2008 | Potency, µM (highest dose often 57.7 µM), inactives show at the top dose activity, negative = inhibition, most hits filed as inhibitors | 0.39% of 280,000 active | Microtubule-associated protein tau (Homo sapiens), P10636; note: potency is the fitted concentration of half-maximal effect; % is set by controls: 0 for no effect and ±100 for the full control effect; nearly all actives have a fitted effect of over 55% in size
Target sequence (P10636 561-689 P618L limits assumed): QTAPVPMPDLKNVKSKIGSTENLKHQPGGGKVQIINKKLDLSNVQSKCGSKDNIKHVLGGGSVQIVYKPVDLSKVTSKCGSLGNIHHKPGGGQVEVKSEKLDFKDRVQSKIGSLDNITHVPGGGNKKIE
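Human tau K18 […] P301L fragment, 15 uM unlabeled plus 0.24 uM Alexa 594-labeled tau (final), with compound and 20 uM heparin in 100 mM sodium acetate pH 7; 6 hr at 37 C, then Alexa 594 FP read.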
TR SRC2 fluor cs: Total Fluorescence Counterscreen for Inhibitors of the Interaction of Thyroid Hormone Receptor and Steroid Receptor Coregulator 2; TRb/SRC2 Texas Red total fluorescence interference; Potency, µM (highest dose often 106 µM), without a hit: at the top dose fluorescence change, negative = quenching; 0.29% of 280,000 active; AID 1479, 2009; active = well fitted curve in either direction with a large enough effect; inconclusive = small, poorly fitted or top-dose-only effect; note: potency is the fitted concentration of half-maximal effect; % is set by controls: 0 for no effect and ±100 for the full control effect
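Human TRβ ligand-binding domain (0.6 uM) and Texas Red SRC2 peptide (20 nM) in Tris buffer with 1 uM T3 and 5% DMSO were incubated with pinned compound for 5 hr at ambient temperature. Total fluorescence was computed as S + 2P (555/632 nm).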
NPSR antagonist: qHTS Assay for Antagonists of the Neuropeptide S Receptor: cAMP Signal Transduction; Q6W5P4; CHO-NPSR cells, cAMP TR-FRET, antagonist mode; 1% of 220,000 active; Potency, µM (series often up to 38.3 µM), for inactives: at the highest dose activity change, negative = inhibition, most hits filed as inhibitors; AID 1461, 2008; note: potency is the fitted concentration of half-maximal effect; % is set by controls: 0 for no effect and ±100 for the full control effect; nearly all actives have a fitted effect of over 50% in size; many of its hits are not listed in these tables
Target sequence (Q6W5P4 whole entry, looked up): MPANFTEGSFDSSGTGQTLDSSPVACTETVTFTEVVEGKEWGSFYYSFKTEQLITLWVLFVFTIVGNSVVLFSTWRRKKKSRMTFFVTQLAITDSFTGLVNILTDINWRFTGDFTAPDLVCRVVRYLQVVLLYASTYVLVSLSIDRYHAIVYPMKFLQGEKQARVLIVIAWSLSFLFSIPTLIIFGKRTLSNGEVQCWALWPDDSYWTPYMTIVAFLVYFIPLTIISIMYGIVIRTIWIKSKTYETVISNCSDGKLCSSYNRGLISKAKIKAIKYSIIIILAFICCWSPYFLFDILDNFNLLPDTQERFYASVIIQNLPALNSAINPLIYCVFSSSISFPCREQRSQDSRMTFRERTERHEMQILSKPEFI
Starred values were filed as active, the others as inactive; ? = inconclusive; · = no result given; & = joins results of further samples; [ ] = remark or other dose. Unless noted, calls come from the whole dose curve; as a rule, active = well fitted curve in the direction sought with a large enough effect; inconclusive = small, poorly fitted or top-dose-only effect, or another doubt; inactive = no such curve, though single readings can be large; an effect the other way counts as inactive or inconclusive. This is a subset; rates above refer to the full screens.

SMILES	CBFb RUNX1 block	Tau fluor cs	TRb SRC2 PPI	Epigenetic reg	GLA spleen mod	Tau FP inhib	TR SRC2 fluor cs	NPSR antagonist
Cc1cc(NC(=O)CN2CCCC(C)C2)no1 (stereo unspecified)	0.5%	-4.8%[2.34 µM]	3.0%	-1.1%	-1.7%	7.5%	-8.1%	-3.5%
Cc1ccc(C(=O)Nc2nnc(-c3ccco3)o2)cc1C	-18.2%	-9.2%	6.6%	-1.1%	0.9%	-4.8%	-8.4%	12.0%
CCOC(=O)CNC(=O)N1c2ccccc2Sc2ccccc21	7.0%	0.4%	-5.4%	-0.6%	5.4%	-1.2%	-9.3%	9.4%
CCOC(=O)c1sc2nc(C)c3c(c2c1N)CC(C)(C)OC3	7.1%	-20.9%	-9.9%	-1.5%	1.0%	-6.9%	-2.8%	-10.8%[46.1 µM]
Cc1ccc(NC(=O)C(Cc2ccccc2)n2cccc2)c(C)c1 (stereo unspecified)	·	-11.7%	-1.3%	1.4%	·	-16.2%	?	·
CCn1c2ccccc2c2cc(NC(=O)Cc3ccc(S(=O)(=O)N4CCOCC4)s3)ccc21	?	7.94µM*[quencher]	-4.6%	1.2%	12.4%	12.8%	-2.0%	-9.2%[46.1 µM]
CCCCC(=O)Nc1nc(C)c(-c2csc(Nc3cc(OC)ccc3OC)n2)s1	-24.3%	15.8µM*[quencher]	-10.6%	-1.1%	10.3%	?	-7.2%	-6.5%[46.1 µM]
CC1CN(S(=O)(=O)c2ccc(C(=O)Nc3ccc(S(=O)(=O)Nc4ncccn4)cc3)cc2)CC(C)O1 (stereo unspecified)	-0.3%	-9.2%	2.0%	-1.0%	2.0%	4.7%	-1.3%	8.2%
Cn1c(N)c(C(=O)COC(=O)CCc2c[nH]c3ccccc23)c(=O)n(C)c1=O	-1.3%	-20.1%	2.7%	0.1%	2.9%	-4.2%	-0.3%	-0.2%[46.1 µM]
CCCSc1nc(C)c(C(C)=O)cc1C#N	6.1%	-8.0%	-8.9%	7.3%	-0.2%	3.3%	-4.7%	0.6%[46.1 µM]
O=C(Nc1ccc[n+](CC(=O)c2cccc3ccccc23)c1)c1ccccc1	-3.1%	0.3%	-4.8%	0.9%	-9.3%	0.6%	1.2%	-2.3%
C=CCn1c(SCC(=O)NCC(=O)OCC)nnc1-c1ccccn1	1.0%	1.4%	-2.3%	3.4%	-0.6%	-4.7%	1.9%	4.9%[46.1 µM]
CC1=C(C(=O)OCc2ccc(C)cc2)C(c2cccc(F)c2F)CC(=O)N1 (stereo unspecified)	·	-27.5%	-3.2%	2.0%	·	-11.7%	-1.1%	·
NC(=O)C1CCN(C(=O)CSc2nc3c(c(-c4ccccc4)n2)CCCC3)CC1	1.5%	2.0%	4.7%	-1.1%	3.4%	1.2%	-2.0%	-12.3%[46.1 µM]
Cc1ccccc1NC(=O)c1ccccc1O	5.2%	-4.2%	-2.5%	0.0%	4.9%	0.3%	-1.5%	-23.4%[46.1 µM]
CN(C)CCNC(=O)/C(=C/c1ccc(-c2cccc([N+](=O)[O-])c2)o1)NC(=O)c1ccccc1	-20.8%	-6.8%	-1.7%	1.6%	1.5%	4.7%	-13.6%	-37.3%
O=C(c1noc2c1CCCC2)N1CCC(CO)(Cc2ccccc2Cl)CC1	2.5%	-15.1%	-1.6%	1.1%	0.0%	-4.9%	-3.1%	20.5%
CCCCn1c(SCc2ccccc2C#N)nc2c(sc3ccccc32)c1=O	·	-10.1%	1.9%	-1.3%	·	-9.7%	-0.3%	·
Cc1onc(-c2ccccc2)c1C(=O)Nc1ccccc1N1CCOCC1	-9.0%	-1.0%	-23.9%	0.0%	4.3%	7.2%	1.2%	-11.4%[46.1 µM]
CCOc1ccc(NC(=O)COc2ccccc2)c([N+](=O)[O-])c1	-24.5%	-29.6%	2.1%	-1.5%	0.9%	-3.1%	1.6%	-18.4%
Cc1ccccc1NC(=O)Cn1cc(C(=O)c2cccs2)c2ccccc21	·	?	0.7%	1.0%	·	?	2.3%	·
CNC(=S)NNC(=O)c1sccc1OCc1ccc(Cl)cc1Cl	-2.7%	-4.2%	2.6%	6.0%	4.2%	-4.5%	1.4%	1.4%[46.1 µM]
COc1ccccc1Nc1nn2c(=O)c3ccc(C(=O)NCc4ccc(F)cc4)cc3nc2s1	·	-1.0%	5.3%	6.4%	·	-13.2%	-2.7%	·
Cc1ccc(NC(=S)/C(=C(\[O-])c2ccc(C)c([N+](=O)[O-])c2)[n+]2ccccc2)cc1C	-19.0%	-19.6%	8.5%	3.5%	-15.1%	10.6%	-1.5%	-16.3%[46.1 µM]

Quoted at random: 3 entries already listed
SMILES	CBFb RUNX1 block	Tau fluor cs	TRb SRC2 PPI	Epigenetic reg	GLA spleen mod	Tau FP inhib	TR SRC2 fluor cs	NPSR antagonist
Cc1onc(-c2ccccc2)c1C(=O)Nc1ccccc1N1CCOCC1	-9.0%	-1.0%	-23.9%	0.0%	4.3%	7.2%	1.2%	-11.4%[46.1 µM]
NC(=O)C1CCN(C(=O)CSc2nc3c(c(-c4ccccc4)n2)CCCC3)CC1	1.5%	2.0%	4.7%	-1.1%	3.4%	1.2%	-2.0%	-12.3%[46.1 µM]
Cc1ccc(NC(=S)/C(=C(\[O-])c2ccc(C)c([N+](=O)[O-])c2)[n+]2ccccc2)cc1C	-19.0%	-19.6%	8.5%	3.5%	-15.1%	10.6%	-1.5%	-16.3%[46.1 µM]

Returning to the listing with the 3 entries that preceded the break.
SMILES	CBFb RUNX1 block	Tau fluor cs	TRb SRC2 PPI	Epigenetic reg	GLA spleen mod	Tau FP inhib	TR SRC2 fluor cs	NPSR antagonist
CNC(=S)NNC(=O)c1sccc1OCc1ccc(Cl)cc1Cl	-2.7%	-4.2%	2.6%	6.0%	4.2%	-4.5%	1.4%	1.4%[46.1 µM]
COc1ccccc1Nc1nn2c(=O)c3ccc(C(=O)NCc4ccc(F)cc4)cc3nc2s1	·	-1.0%	5.3%	6.4%	·	-13.2%	-2.7%	·
Cc1ccc(NC(=S)/C(=C(\[O-])c2ccc(C)c([N+](=O)[O-])c2)[n+]2ccccc2)cc1C	-19.0%	-19.6%	8.5%	3.5%	-15.1%	10.6%	-1.5%	-16.3%[46.1 µM]
O=C(C1CCN(S(=O)(=O)c2ccc(F)cc2)CC1)N1CC=C(c2ccccc2)CC1	1.3%	-4.6%	-0.6%	0.0%	-0.5%	3.9%	-6.9%	-19.9%[46.1 µM]
CCCCSc1ncc(C(=O)OCC)c(N)n1	0.5%	-14.0%	-3.9%	-0.8%	-3.2%	2.7%	-3.5%	-6.9%[46.1 µM]
Cc1cccc(N2CCN(CC(O)COCc3cccs3)CC2)c1C (stereo unspecified)	4.2%	-9.3%	8.7%	-0.9%	3.2%	4.5%	-0.4%	0.3%[46.1 µM]
Oc1cccc(Nc2cc(-c3ccccc3)ncn2)c1	·	?	-4.7%	2.7%	·	1.9%	-7.9%	·
CN1CCC[C@@H](CC2c3ccccc3Sc3ccccc32)C1	2.2%[21.7 µM]	·	-2.2%[53 µM]	2.7%[16.9 µM]	0.8%[29.1 µM]	·	1.2%[53 µM]	·
COc1cc(OC)c(NC(=O)Nc2cc(C)on2)cc1Cl	3.1%	·	6.8%	·	-5.2%	·	-5.1%	·
CC(=O)c1cccc(CN2CCN(CCC(C)C)C(CCO)C2)c1 (stereo unspecified)	7.8%	-0.5%	-3.7%	2.5%	-4.8%	4.0%	-0.6%	40.3%
CCCN(Cc1cccs1)C(=O)Nc1cc(Cl)c(OC)cc1OC	·	-22.5%	-5.2%	-4.2%	·	5.4%	-1.7%	·
COc1ccccc1/C=C(\C#N)C(=O)NCC1CCCO1 (stereo unspecified)	·	2.7%	-24.3%[53 µM]	-1.6%	·	-2.1%	?	·
CCN(CC)CCNC(=O)CCc1n[nH]c(=O)c2ccccc12	2.8%	-3.2%	7.3%	1.8%	-3.2%	-3.3%	0.0%	5.0%[46.1 µM]
COc1ccc(N2CCN(C(=O)Nc3ccc(S(=O)(=O)N(C)C)cc3)CC2)cc1	4.5%	?	-2.9%	-1.7%	-10.5%	2.0%	-7.6%	-1.7%[46.1 µM]
COc1ccc(OC)c(/C=N/NC(=O)c2ccc(=O)[nH]n2)c1	-7.2%	7.1%	-4.1%	0.7%	7.0%	-8.4%	-3.9%	-6.8%
Cc1cc(C(=O)c2ccccc2)nc2ccccc12	8.6%	-12.8%	-12.8%	-0.8%	2.0%	-6.5%	-1.1%	6.4%[46.1 µM]
O=C1N=C(N2CCOCC2)S/C1=C\c1ccncc1	-3.7%	0.6%	-4.3%	0.0%	11.9%	-1.2%	-6.0%	-15.4%
C/C(=N\Nc1nc(N2CCCCC2)nc(N2CCOCC2)n1)c1ccccc1O	-2.4%	?	9.1%[53 µM]	-3.8%	-0.5%	?	-0.1%[53 µM]	56.0%
COc1ccc(/C=C2\N=C(C)OC2=O)cc1[N+](=O)[O-]	5.0%	-14.4%	-4.8%	-1.3%	-12.4%	-14.5%	2.4%	3.4%
O/N=C/C1=C(Cl)c2ccccc2CC1	3.9%	-8.6%	-0.5%	-0.9%[10.1 µM]	-6.3%	5.3%	-1.2%	4.3%
Cc1ccccc1NC(=O)/C=C/c1ccc([N+](=O)[O-])s1	-1.1%	?	-8.9%	3.55µM*	-6.0%	?	-10.3%	-6.8%[46.1 µM]
COc1ccccc1Cc1nc(-c2ccc(Br)o2)no1	3.6%	-25.5%	2.1%	0.0%	1.6%	-3.2%	-1.7%	-10.1%[46.1 µM]
CC(=O)Nc1nnc(-c2ccc3c(c2)CCCC3)o1	-0.5%	-4.7%	1.7%	1.0%	-0.9%	-3.8%	0.5%	-12.0%[46.1 µM]
COc1ccc(/C=C/C(=O)c2ccc(OC)cc2OC)cc1	8.3%	-19.9%	4.9%&-10.8%	3.0%	2.0%	10.5%	-3.1%&-0.7%	-5.4%

High-throughput results deposited in PubChem BioAssay by National Center for Advancing Translational Sciences (NCATS).
